Screening results deposited in PubChem by The Scripps Research Institute Molecular Screening Center.
GPR7 antagonist – antagonists of human GPR7 (neuropeptides B/W receptor 1); P48145; inhibition, % at 4.4 µM; 290,000 compounds, 1.1% hits; AID 1861; GPR7-expressing cells, fluorescence antagonist assay; in the data active = inhibition above about 16%, passing the limit was not always enough;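 also: cells stimulated with the agonist NPW; 0% = agonist with vehicle and 100% = vehicle without agonist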
Target sequence (P48145 whole entry, looked up): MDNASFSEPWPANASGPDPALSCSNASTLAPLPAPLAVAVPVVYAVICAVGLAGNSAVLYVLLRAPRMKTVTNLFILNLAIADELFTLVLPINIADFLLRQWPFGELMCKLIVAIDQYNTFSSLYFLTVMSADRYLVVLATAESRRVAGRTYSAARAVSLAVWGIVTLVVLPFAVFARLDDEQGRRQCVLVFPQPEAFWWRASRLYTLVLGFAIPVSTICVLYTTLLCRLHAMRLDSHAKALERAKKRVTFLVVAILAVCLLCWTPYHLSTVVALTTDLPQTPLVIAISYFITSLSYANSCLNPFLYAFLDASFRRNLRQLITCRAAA
M1 PAM parental – M1 PAM counterscreen hit in parental CHO-K1 cells | activation, % at 3 µM | 360,000 compounds, 0.02% hits | ATP EC20, Fluo-8 calcium fluorescence; 0% at ATP EC20, 100% at ATP max | AID 602247;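 active = activation above the run cutoff, the mean activation of all test compounds plus 3 SD, cut at about 40% in these data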;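 also: peak over basal fluorescence ratio in a 140 s read after ATP addition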
OXTR agonist – activates the human oxytocin receptor | CHO-OTR cells, Fluo-8 calcium fluorescence; normalized: DMSO 0%, oxytocin 100% | 320,000 compounds, 0.32% hits | activation, % at 3 µM;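 active = activation above the mean of all tested compounds plus 3 SD, cutoff set per screening run, cut at about 20% in these data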;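 also: peak over basal fluorescence ratio from a 100 s FLIPR kinetic read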
Target sequence (P30559 whole entry, looked up): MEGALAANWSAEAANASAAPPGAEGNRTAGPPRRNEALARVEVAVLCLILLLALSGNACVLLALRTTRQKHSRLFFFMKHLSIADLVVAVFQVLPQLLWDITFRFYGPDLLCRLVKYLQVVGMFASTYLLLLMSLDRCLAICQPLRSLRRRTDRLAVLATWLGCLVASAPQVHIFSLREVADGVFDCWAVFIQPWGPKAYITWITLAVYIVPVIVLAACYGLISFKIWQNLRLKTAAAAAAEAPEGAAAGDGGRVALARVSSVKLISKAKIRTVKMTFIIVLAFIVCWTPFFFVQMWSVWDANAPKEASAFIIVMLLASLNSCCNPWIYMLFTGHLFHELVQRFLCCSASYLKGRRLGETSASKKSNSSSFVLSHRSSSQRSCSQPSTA
CHO parental Ca – signal in parental CHO cells, OX1R antagonist counter-screen; parental CHO-K1, ATP-induced calcium, Fluo-8 fluorescence; inhibition, % at 5.6 µM; 330,000 compounds, 0.63% hits; AID 463079;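 active = inhibition above that plate's mean sample inhibition plus 3 SD, cut at about 26% in these data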;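 also: 0% = ATP-challenged DMSO wells and 100% = DMSO wells without ATP; some compounds past the cut are filed as inactive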
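Material: Parental CHO cells | Reagent: ATP | Compound dosing: Single nominal dose of 5.6 µM per compound | Detection: Intracellular calcium via Fluo-8 no-wash fluorescent dye | Read-out: % inhibition of ATP-induced calcium mobilization | Benchmarks: Low control ATP plus DMSO, high control DMSO only | Replicates: Singlicate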
OXTR potentiator – potentiators of human oxytocin receptor; activation, % at 3 µM; P30559; 320,000 compounds, 0.061% hits; CHO-OTR cells, Fluo-8 calcium fluorescence, potentiator mode; 0% = oxytocin EC15, 100% = EC100;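 active = activation above that plate's cutoff, the mean activation of tested compounds plus 3 SD, cut at about 6.6% in these data, passing the limit was not always enough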;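 also: 100% uses oxytocin at 75 nM as the full agonist control; some results filed as inactive read as strong as hits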
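Assay system: CHO cell line stably expressing human OTR. Reagent: EC15 oxytocin agonist. Dosing: single dose, 3.0 µM nominal final compound concentration. Timing: compound 6 min at room temperature before oxytocin, 100 s read. Signal: kinetic Fluo-8 calcium fluorescence. Controls: oxytocin EC15 low and EC100 high.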
CHO-K1 Ca ag – counter-screen for M1 agonists: effect in parental CHO-K1 cells | Fluo-8 calcium fluorescence; scaled to maximal ATP response, vehicle zero | activation, % at 3 µM | 360,000 compounds, 0.48% hits; in the data active = activation above about 15%;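 also: untransfected CHO-K1 host cells lacking M1 receptor as counterscreen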
TAAR1 antag – human TAAR1 antagonism; Q96RJ0; 360,000 compounds, 1.5% hits; inhibition, % at 3 µM; CHO RD-HGA16 TAAR1, Fluo-8 calcium fluorescence, antagonist;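 active = inhibition above a per-plate cutoff, the mean inhibition of test compounds on that plate plus 3 SD, cut at about 49% in these data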;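 also: 0% = DMSO plus EC80 beta-PEA response and 100% = DMSO alone without agonist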
Target sequence (Q96RJ0 whole entry, looked up): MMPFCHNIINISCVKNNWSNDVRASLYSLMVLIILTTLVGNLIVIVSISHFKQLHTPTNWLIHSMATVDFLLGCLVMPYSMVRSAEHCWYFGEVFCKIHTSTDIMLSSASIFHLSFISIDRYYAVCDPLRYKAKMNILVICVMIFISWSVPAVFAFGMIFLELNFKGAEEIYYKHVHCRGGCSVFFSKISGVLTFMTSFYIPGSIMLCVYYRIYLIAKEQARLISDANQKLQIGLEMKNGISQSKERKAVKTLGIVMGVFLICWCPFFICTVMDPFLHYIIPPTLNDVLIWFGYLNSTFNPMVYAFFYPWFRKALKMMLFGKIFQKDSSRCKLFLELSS
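Test system – hTAAR1-expressing CHO RD-HGA16 cells, Gα16-coupled · Also added – β-PEA at EC80 concentration, post-compound challenge · Compound – 3 µM, single point · Incubation – dye loading 75 min at 37 °C, then 30 min room temperature · Measured by – Fluo-8 intracellular calcium dye fluorescence, real-time kinetic reads · Benchmarks – vehicle and agonist controls · Replicates – singlicate, one well per test compound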
CHO-K1 Ca antag – M1 antagonist counterscreen hit in parental CHO-K1 cells. ATP-induced calcium, Fluo-8 fluorescence. inhibition, % at 3 µM. 360,000 compounds, 0.6% hits. AID 602250;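 active = inhibition above a per-plate cutoff, the plate's mean sample inhibition plus 3 SD, cut at about 24% in these data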;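 also: 0% = DMSO plus EC80 ATP and 100% = DMSO alone without ATP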
V1R ag counter – activates human V1a receptor in oxytocin agonist counter-screen. activation, % at 3 µM. P37288. CHO-V1R cells, Fluo-8 calcium fluorescence, agonist mode; 0% DMSO, 100% 3 nM vasopressin. AID 2797. 320,000 compounds, 0.25% hits;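 active = activation above the mean activation of all tested compounds plus 3 SD, per screening run, cut at about 20% in these data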;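 also: signal is peak over basal fluorescence ratio across a 100 second FLIPR read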
Active calls of the source: *; / = no result given.

SMILES	GPR7 antagonist	M1 PAM parental	OXTR agonist	CHO parental Ca	OXTR potentiator	CHO-K1 Ca ag	TAAR1 antag	CHO-K1 Ca antag	V1R ag counter
Cc1cc(N2CCN(C)CC2)nc2ccc(NC(=O)CCC(=O)N3CCN(c4ccc([N+](=O)[O-])cc4)CC3)cc12	4	12	0.6	4	-1	1.1	4	-12	-1.3
COc1cccc(C(=O)OCC(=O)Nc2ccccc2N2CCOCC2)c1	-7	12	-0.4	-14	-4	1.7	3	-5	0.9
NC(=O)/C(=C\c1ccccc1)NC(=O)/C=C/c1ccccc1	-4	33	-1.0	-10	-12	1.1	-3	-15	0.5
Cc1cc(C)c(C)c(S(=O)(=O)NCC(=O)Nc2sc3c(c2C(N)=O)CCCC3)c1C	-11	9	-0.6	-17	-16	-0.6	5	0	-0.3
CC1(C)CC(=O)C=C(NNC(=O)c2ccccc2)C1	-7	1	0.0	-14	-5	-0.1	14	0	0.1
CCOC(=O)Cn1c(=O)c(F)cn(Cc2ccc(OC)c([N+](=O)[O-])c2)c1=O	5	25	/	/	/	0.3	-13	-14	/
CCOCCCNC(=O)c1ccc(-n2c(=S)[nH]c3ccccc3c2=O)cc1	-15	12	0.7	-6	0	4.1	2	2	1.1
O=C(c1ccc(CNS(=O)(=O)c2ccc(Br)cc2)cc1)N1CCCCC1	-6	4	7.0	-16	-14	7.8	-9	-11	8.2
Cc1noc(C)c1Cc1c(Cl)cccc1Cl	-7	19	-2.7	-2	-11	0.3	-8	-15	-0.9
Cc1cccc(NC(=O)COC(=O)CNC(=O)C2CCCCC2)c1	-1	17	-2.4	-11	-11	0.3	-13	-7	0.5
Cc1ccc(C(=O)N2CCCC(Nc3ccc(C(C)C)cc3)C2)cn1 (stereo unspecified)	-11	6	1.6	-14	-8	1.7	-14	-17	1.5
O=C(COC(=O)[C@H](Cc1ccccc1)NC(=O)c1cccs1)Nc1ccccc1C(F)(F)F	23*	15	0.3	-19	-6	6.7	15	1	0.9
CN(C)Cc1cccc(-c2ccccc2)c1O	/	12	/	/	/	0.0	-18	-17	/
O=C(c1c[nH]c(C(=O)N2CCN(Cc3ccccc3)CC2)c1)C1CCCCC1	-14	-9	-2.4	-17	-21	-0.1	9	-3	-1.2
COC(=O)c1ccc(Oc2nc(N3CCCCC3)nc(N3CCOCC3)n2)cc1	-8	11	-1.2	-15	-1	0.2	-11	-19	-1.1
COc1ccccc1NC(=O)CN1CCN(CC(=O)Nc2ccc(F)cc2F)CC1	-16	11	/	/	/	0.0	-13	-10	/
COc1ccc(C(c2c(C)n(C)n(-c3ccccc3)c2=O)c2c(C)n(C)n(-c3ccccc3)c2=O)cc1O	-5	/	0.5	-14	-1	/	/	/	-0.1
CCC(=O)N1CCN(c2ccc(NC(=O)c3ccc(N4CCCC4)c([N+](=O)[O-])c3)cc2)CC1	-8	17	-0.3	-10	-10	0.4	11	-6	0.3
CC1(c2nnnn2-c2ccc3c(c2)OCCO3)CCC(=O)N1C1CC1 (stereo unspecified)	/	4	/	/	/	0.3	-11	-18	/
Cc1cc(C)n2nc(C(=O)OCC(=O)N3C(C)CCCC3C)nc2n1 (stereo unspecified)	/	28	1.1	6	-3	2.4	4	-11	0.1
Cn1c(/C(C#N)=C(\O)c2cc(Cl)sc2Cl)nc2ccccc21	-11	-11	-0.1	-8	2	0.7	-29	-4	2.1
CCC(C)Sc1nnc(CNC(=O)C23CC4CC(CC(C4)C2)C3)n1C1CCCCC1 (stereo unspecified)	0	26	-2.6	-17	-1	0.6	-31	-10	-1.8
O=S(=O)(c1ccc(Oc2ccc(S(=O)(=O)N(CCO)CCO)cc2)cc1)N(CCO)CCO	4	17	0.6	-7	-1	0.2	-12	-2	0.4
COc1ccc(C(=O)NCC(=O)NCC(=O)OCc2ccc(Cl)cc2)cc1	11	-9	-0.1	-23	-3	-0.2	-20	15	0.7
CCOc1cc(N2CCOCC2)c(OCC)cc1NC(=O)c1c(C)noc1C	/	-20	/	/	/	0.0	-7	7	/
O=C(NCc1cn2ccsc2n1)c1c(F)cccc1Cl	-12	7	1.4	-8	-2	0.4	-30	-1	0.9
CC(=O)Nc1ccc(NC(=O)CCCNC(=O)c2ccc(Cl)cc2)cc1	10	9	1.3	4	-7	1.4	-4	-15	0.8
O=C(CCOc1ccccc1)Nc1ccc(S(=O)(=O)Nc2ncccn2)cc1	/	7	1.8	3	2	0.7	-14	-14	0.7
O=C(NCc1ccccn1)c1cccn1-c1ncc(C(F)(F)F)cc1Cl	-2	16	-0.3	-8	-5	0.1	-7	0	-0.3
CCn1c(CNC(=O)COc2c(C)cccc2C)nnc1SCC(=O)Nc1nccs1	-3	19	0.8	-20	2	1.4	4	-10	0.5
CN(C)c1ccc(C2N(C(=O)N3CCOCC3)CCN2S(=O)(=O)c2ccccc2)cc1 (stereo unspecified)	-10	12	1.0	-1	-3	0.9	11	-8	0.8
O=C1NC(Nc2ccccn2)(C(F)(F)F)C(=O)N1c1ccc(F)cc1 (stereo unspecified)	-4	10	0.6	-4	3	-0.1	8	-14	0.8
Cc1c(Br)cc(C(=O)NC2CCCCC2)c(C)c1C	5	20	-1.8	-6	1	0.2	8	-11	-1.9
O=C(COc1ccc2c(c1)OCO2)Nc1ccccc1C(F)(F)F	-8	20	-1.4	-6	-9	0.6	-9	-6	-0.6
C[C@@H]1CCCCO[C@@H](CN(C)S(=O)(=O)c2ccccc2)[C@@H](C)CN([C@H](C)CO)C(=O)c2cc(N(C)C)ccc2O1	/	17	/	/	/	0.1	3	-10	/
CCCCn1c(S(=O)(=O)O)nc2ccccc21	-6	9	-0.2	-4	-11	0.1	-6	-8	-0.1
N#CCCn1cc(C(=O)Nc2ccc(C(=O)O)cc2)c(-c2ccc([N+](=O)[O-])cc2)n1	-2	24	1.3	-23	-6	1.9	2	-12	1.6
O=C(Nc1cccnc1)c1ccc(Cl)c(S(=O)(=O)N2CCCC2)c1	-4	4	2.5	-3	0	2.8	-18	0	4.9
O=C(COc1ccc(Cl)cc1)NCCCNC(=O)c1ccncc1	5	7	0.2	1	0	2.2	-7	-9	1.1
COC(=O)c1cc(C(=O)Nc2nnc(CC(C)C)s2)cc([N+](=O)[O-])c1	-6	10	0.6	-1	-6	1.5	-14	9	0.7
Cc1ccc(NC(=O)CNCC(c2ccccc2)N(C)C)cc1F (stereo unspecified)	0	-12	1.2	-7	-4	1.0	-4	6	-0.5
N#Cc1ccccc1OCC(=O)N1CCN(S(=O)(=O)c2ccc(Cl)cc2)CC1	/	-15	2.3	-29	-8	1.1	20	7	3.6
O=C(COc1ccc([N+](=O)[O-])cc1)NCc1cccnc1	-7	17	0.3	-6	-5	0.9	5	-10	0.8
CCCCCc1cc(=O)oc2c(C(CCN3CCCCC3)c3cc(OC)c(OC)c(OC)c3)c(OC)cc(OC)c12 (stereo unspecified)	/	12	12	8	-7	2.2	17	8	4.6
COC(=O)c1n[nH]nc1-c1ccccc1	-11	20	0.5	-3	-11	0.2	-18	-6	0.3
Cc1ccc(-c2nc3c4ccccc4ccn3c2CN2CCCCC2)cc1	-22	10	-0.3	-23	0	0.2	-35	-5	-0.3
Cc1ccc(S(=O)(=O)NCCN=C(CN2CCOCC2)NS(=O)(=O)c2ccc(C)cc2)cc1	-16	17	-1.9	-15	-1	0.7	-16	-5	-0.7
CC(=O)Nc1ccc(OCC(=O)c2cc(C)ccc2C)cc1	2	-4	1.1	13	0	-0.1	-10	7	0.5
CCN1C(=O)[C@H]2[C@@H](c3ccc(OC)cc3)N3C(=O)CN(Cc4ccccc4)C(=O)[C@@]3(C)[C@H]2C1=O	-10	2	2.3	-6	-1	7.9	13	0	1.4
CC(C)CC1NC(=O)N(CC(=O)N2CCN(S(=O)(=O)c3ccc4ccccc4c3)CC2)C1=O (stereo unspecified)	-9	-4	-0.4	-24	0	-0.7	-1	2	-0.5
Continuation.
SMILES	GPR7 antagonist	M1 PAM parental	OXTR agonist	CHO parental Ca	OXTR potentiator	CHO-K1 Ca ag	TAAR1 antag	CHO-K1 Ca antag	V1R ag counter
CS(=O)(=O)N1CCN(c2ncccn2)CC1	-7	11	0.7	-4	-11	1.2	-5	-13	-0.1
CCC(=O)c1cn(CC(=O)Nc2cccc(C)c2C)c2ccccc12	-4	20	0.6	-19	-1	0.4	-13	-10	4.4
Cn1c(SCc2cccc(C(F)(F)F)c2)nnc1-c1ccco1	13	9	-1.4	-2	-9	0.1	-1	0	-0.3
Cc1ccc(NN2C(=O)C=C(c3ccccc3)C2=O)cc1	0	16	/	/	/	1.1	43	6	/
COc1ccc2cc(C3=CC(=O)CCC3)ccc2c1	/	15	/	/	/	1.1	20	-12	/
Cc1cc(NCc2ccccc2)n2ncc(-c3ccccc3)c2n1	-10	14	-1.1	-31	-13	4.8	20	-18	2.9
CCn1c2ccccc2c2cc(CN3CCN(S(=O)(=O)CC)CC3)ccc21	1	/	1.8	-6	-3	/	0	/	3.4
COc1ccc2nc(NC(=O)CSc3n[nH]c(N)n3)sc2c1	/	1	-0.1	16	-10	1.5	10	16	1.6
CCOC(=O)N1CCN(C(=O)c2ccccc2NC(=O)c2ccc(OC)cc2)CC1	-5	5	0.0	-1	4	1.2	-2	-8	-0.2
Cc1cc(NC(=O)COC(=O)c2ccco2)no1	1	24	-0.3	-11	-4	0.0	-10	2	0.4
CCCC(=O)NCc1ccncc1	-7	/	-0.5	-4	-19	/	6	/	1.0
CCC(=O)NC(Nc1cccc(C)n1)(C(F)(F)F)C(F)(F)F	-3	-2	0.5	6	-15	0.0	-1	-6	0.3
Cc1ccc(CNC(=O)CCn2cc(-c3ccc(C)cc3)nc2CCN)cc1	/	5	-0.9	-24	3	0.6	-5	-6	-0.1
CCCNC(=O)C1CCN(S(=O)(=O)c2cccc3nonc23)CC1	-2	21	-0.1	-5	-10	1.0	-9	-8	1.0
C/C(=N\NS(=O)(=O)c1ccc(Cl)c([N+](=O)[O-])c1)c1ccc(C)o1	0	-5	-0.6	-2	-6	0.2	-6	17	-0.6
Cn1c(=O)c2c(SCC(=O)Nc3cccc(F)c3)nc(-c3ccco3)nc2n(C)c1=O	-12	5	-0.6	-6	-4	4.7	-30	5	-0.4
COc1ccc(C(=O)N2CCC(C(=O)c3c(C)cc(C)cc3C)CC2)cc1	-1	6	0.7	-21	-19	4.3	-11	-2	1.2

Of the compounds above, 2 contain bromine:
SMILES	GPR7 antagonist	M1 PAM parental	OXTR agonist	CHO parental Ca	OXTR potentiator	CHO-K1 Ca ag	TAAR1 antag	CHO-K1 Ca antag	V1R ag counter
O=C(c1ccc(CNS(=O)(=O)c2ccc(Br)cc2)cc1)N1CCCCC1	-6	4	7.0	-16	-14	7.8	-9	-11	8.2
Cc1c(Br)cc(C(=O)NC2CCCCC2)c(C)c1C	5	20	-1.8	-6	1	0.2	8	-11	-1.9
